KLK7 zymogen act – proKLK7 zymogen activators, primary screen, biochemical, fluorescence intensity; purified proKLK7, EDANS-DABCYL substrate fluorescence; 100% is mature enzyme control, 0% vehicle; actives 0.9% (n = 370,000); activation, % at 7 µM; Kallikrein-7 (Homo sapiens), P49862; AID 652039, 2013;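 active means activation above the mean of all tested compounds plus 3 SD, computed per campaign excluding outliers beyond control limits, cut at about 13% in these data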
UHRF1 MBD2 ctr – UHRF1 methylated DNA binding inhibitors, primary screen, counter-screen for MBD2 inhibitor project, biochemical, TR-FRET, human UHRF1, single concentration. E3 ubiquitin-protein ligase UHRF1 (Homo sapiens), Q96T88. UHRF1 binding to methylated oligo. inhibition, % at 4.4 µM. actives 0.75% (n = 370,000). AID 687016, 2013; in the data active means inhibition above about 21%;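 further: UHRF1 SRA domain binding a hemimethylated CpG hairpin DNA probe; 0% = median of test compound wells and 100% = reference inhibitor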
DDE Tn7 FP inh – inhibitors of Tn7 peptide binding to fibrin DD(E), primary screen, biochemical, fluorescence polarization, human fibrin, Tn7 probe; Fibrinogen beta chain (Homo sapiens), P02675; FP displacement of FITC-Tn7 peptide from fibrin DD(E); 0% = median of compound wells per plate; actives 0.13% (n = 370,000); inhibition, % at 8.3 µM;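 active means inhibition above the mean of compounds falling within the control limits plus 3 SD of them, cut at about 14% in these data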;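 further: 0% = plate median of compound wells and 100% = 10 µM Aha-Tn7 peptide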
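assay system = human clot-derived fibrin DD(E) complex | quantity = Fibrin-DD(E) at 2 µM final | timing = 10 min preincubation, 3 h with tracer, room temperature | signal = fluorescence polarization | measure = percent inhibition | benchmarks = high control wells with 10 µM unlabelled Aha-Tn7 peptide (full inhibition) | replicates = singlicate testing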
SIAE primary – human SIAE inhibitors, primary screen, biochemical, fluorescence polarization, FP-Rh probe, 1536-well HTS; Sialate O-acetylesterase (Homo sapiens), Q9HAT2; SIAE FP-Rh probe binding; inhibition, % at 9.66 µM; actives 0.69% (n = 370,000); AID 1053197, 2014;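 active means inhibition above a cutoff: mean of compounds within the control limits plus 3 SD of those, cut at about 17% in these data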;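 further: 0% = plate median of compound wells and 100% = probe without SIAE protein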
Target sequence (Q9HAT2 whole entry, looked up): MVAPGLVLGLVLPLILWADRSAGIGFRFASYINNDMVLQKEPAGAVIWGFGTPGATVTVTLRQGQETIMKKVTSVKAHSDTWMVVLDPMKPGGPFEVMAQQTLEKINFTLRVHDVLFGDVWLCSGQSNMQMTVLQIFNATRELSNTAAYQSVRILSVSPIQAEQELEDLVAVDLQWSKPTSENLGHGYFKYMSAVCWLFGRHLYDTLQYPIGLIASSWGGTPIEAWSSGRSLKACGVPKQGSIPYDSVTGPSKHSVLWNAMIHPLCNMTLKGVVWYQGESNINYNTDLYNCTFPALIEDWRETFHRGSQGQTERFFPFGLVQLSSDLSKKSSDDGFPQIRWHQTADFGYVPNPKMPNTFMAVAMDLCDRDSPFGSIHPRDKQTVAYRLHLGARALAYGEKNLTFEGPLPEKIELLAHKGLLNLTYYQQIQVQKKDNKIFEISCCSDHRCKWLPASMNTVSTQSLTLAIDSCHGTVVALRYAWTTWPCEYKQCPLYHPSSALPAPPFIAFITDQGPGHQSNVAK
TDP2 absorb – human TDP2 enzyme inhibitors, primary screen, biochemical, epi absorbance, recombinant enzyme; actives 0.34% (n = 370,000); Tyrosyl-DNA phosphodiesterase 2 (Homo sapiens), O95551; inhibition, % at 12.8 µM; T5PNP hydrolysis, p-nitrophenol absorbance 415 nm;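 active means inhibition above the mean of all tested compounds plus 3 SD, set per campaign, cut at about 25% in these data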;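 further: 0% = DMSO with enzyme and 100% = buffer with substrate but no TDP2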
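test system = human TDP2 enzyme | input = TDP2 enzyme at 120 nM final | medium = 50 mM Tris-HCl pH 7.5 with Mg2+, KCl, DTT, BSA | also added = T5PNP substrate, 5 mM | times = 2 h at 37 °C | technique = epi absorbance | benchmarks = high control without enzyme, low control DMSO plus TDP2 | replication = each compound tested once, singlicate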
LEDGF integ inh – blockers of LEDGF/p75-dependent integrase strand transfer – biochemical, TR-FRET, high throughput, primary screen. HIV-1 integrase (with human LEDGF/p75). TR-FRET IN-LEDGF/p75 DNA integration, Eu/Cy5. inhibition, % at 3.7 µM. actives 0.64% (n = 370,000). AID 743269, 2014;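 active means inhibition above the screen-wide mean plus 3 SD, cut at about 13% in these data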;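 further: signal is the Cy5 over europium emission ratio at 671 and 618 nm; 0% = plate median of compound wells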
DDE Tn6 FP inh – inhibitors of Tn6 peptide binding to fibrin DD(E), primary screen, biochemical, fluorescence polarization, human fibrin, Tn6 probe; Fibrinogen beta chain (Homo sapiens), P02675; Fibrin DD(E) TRITC-Tn6 fluorescence polarization displacement; inhibition, % at 8.3 µM; actives 0.21% (n = 370,000);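 active means inhibition above a per-campaign cutoff: mean of compounds within control limits plus 3 SD, cut at about 15% in these data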;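 further: 0% = median of all compound wells on the plate and 100% = blocking peptide control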
TCR-CD3 inh – inhibitors of human TCR-CD3 interaction, primary screen, biochemical, fluorescence, TAMRA-labeled TCR probe. T-cell receptor (TCR). inhibition, % at 9.4 µM. actives 0.37% (n = 360,000). AID 651800, 2012; in the data active means inhibition above about 19%;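 further: recombinant mutant TCR 2C K166C tagged with TAMRA read by polarization; 0% = receptor in buffer alone and 100% = receptor with positive control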
MBD2 inh – inhibitors of MBD2 binding to methylated DNA, primary screen, biochemical, TR-FRET, DNA-binding domain, human. Methyl-CpG-binding domain protein 2 (Homo sapiens), Q9UBB5. MBD2 binding to methylated oligonucleotide. inhibition, % at 4.4 µM. actives 0.31% (n = 370,000); in the data active means inhibition above about 13%
Target sequence (Q9UBB5 whole entry, looked up, the tested form may be a part): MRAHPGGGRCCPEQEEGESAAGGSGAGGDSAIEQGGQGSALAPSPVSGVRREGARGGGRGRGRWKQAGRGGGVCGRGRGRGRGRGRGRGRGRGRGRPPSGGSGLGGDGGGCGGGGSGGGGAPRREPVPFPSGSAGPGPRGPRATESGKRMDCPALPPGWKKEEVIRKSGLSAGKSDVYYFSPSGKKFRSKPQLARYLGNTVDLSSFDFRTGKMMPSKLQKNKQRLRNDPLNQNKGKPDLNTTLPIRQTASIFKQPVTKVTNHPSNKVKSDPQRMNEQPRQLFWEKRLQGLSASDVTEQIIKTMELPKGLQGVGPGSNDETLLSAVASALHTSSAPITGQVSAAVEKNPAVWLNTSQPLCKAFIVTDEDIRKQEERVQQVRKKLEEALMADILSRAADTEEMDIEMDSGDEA
PRMT1 FP inh – PRMT1 methyltransferase inhibitors, primary screen, biochemical, fluorescence polarization; recombinant PRMT1, activity-based probe fluorescence polarization; actives 1.3% (n = 370,000); Protein arginine N-methyltransferase 1 (Homo sapiens), Q99873; inhibition, % at 2.79 µM;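 active means inhibition above about 21% made by adding two undisclosed values, limit read from the data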
* = called active by the depositor; x = not tested or not shown.

SMILES	KLK7 zymogen act	UHRF1 MBD2 ctr	DDE Tn7 FP inh	SIAE primary	TDP2 absorb	LEDGF integ inh	DDE Tn6 FP inh	TCR-CD3 inh	MBD2 inh	PRMT1 FP inh
COc1ccc(-c2nnc(-c3cccnc3)o2)cc1	1.3	-3	-1	4	1	-2	7	0	0	2
CCC1=[N+]([O-])C(C)(/C(C)=N\O)N(O)C1(C)C (centres undefined)	0.1	2	-1	-1	3	3	-4	9	-1	-2
C=CCOc1ccc(C2C(C(=O)c3ccc(C)o3)=C(O)C(=O)N2Cc2cccnc2)cc1 (centres undefined)	0.8	-8	3	9	-4	-2	-2	9	-9	6
O=c1oc2cc(Cl)ccc2n1CSc1nc2ccccc2s1	-0.7	5	2	-6	-16	1	-8	-7	2	4
Cc1cccc(CSC(=N)N)c1	-1.0	1	7	10	5	-1	-6	-7	-8	-3
COC(=O)CCC(=O)N1CCCC(N2CCN(c3ccc(OC)cc3)CC2)C1 (centres undefined)	-0.1	1	-2	5	2	-1	0	5	-2	-2
Fc1ccccc1N1CCN(Cc2cnc(Cl)s2)CC1	0.4	-1	0	-1	0	8	2	0	1	-4
O=C(Nc1nc(-c2ccc([N+](=O)[O-])cc2)cs1)C1=COCCO1	-0.3	-2	0	-32	1	3	4	5	1	-4
C=CC(=O)N1C/C(=C/c2ccccc2)C(=O)/C(=C\c2ccccc2)C1	-0.6	1	2	-6	5	5	-4	-5	1	0
N#CC(CCc1ccccn1)c1ccccc1 (centres undefined)	-0.5	3	7	2	-8	-2	0	1	0	6
CCCCN(C(=O)c1cc(Cl)nc2ccccc12)c1c(N)n(CCC)c(=O)[nH]c1=O	0.3	2	10	-2	4	-3	3	-9	-1	2
Cc1ccc2cc(CN(Cc3ccco3)C(=O)c3ccccc3)c(=O)[nH]c2c1C	0.3	3	-1	-4	3	1	0	1	0	-3
COc1ccccc1/C=C\C=N\n1c(-c2ccc(Cl)cc2Cl)n[nH]c1=S	-0.4	2	-4	1	-2	-9	4	-2	1	22*
Cc1ccc(CC(=O)NCCCc2ccccc2)cc1	-0.3	-2	0	5	2	1	-5	-11	-1	-5
CCCCn1cnc2cc(NCc3cccc(OC)c3O)ccc21	-0.1	-1	-3	1	10	0	-6	2	-3	-1
O=C(Nc1cccc2[nH]ncc12)c1ccc(F)cc1	0.4	-2	-5	-1	-2	0	0	1	-1	-3
CCC(C)Sc1cccc(-c2nc3ccccn3c2NCc2ccccc2)c1 (centres undefined)	-59	1	-1	6	-12	4	3	-4	-1	4
Cc1ccc(NS(=O)(=O)c2cc(C(=O)N(C)C3CCN(C)CC3)ccc2Cl)cc1Cl	-0.8	-1	-4	2	-2	-2	-4	-4	5	-2
CCc1ccc(NS(=O)(=O)c2cccs2)cc1	-0.3	3	9	-3	-2	0	0	5	-2	-4
Cc1ccc(OCc2ccc(C(=O)Nc3ccc(C(N)=O)cc3)o2)c([N+](=O)[O-])c1	-0.8	34*	0	-13	-6	0	-3	-4	10	0
C=CCc1cccc(Cl)c1OCCON1C(=O)CCC1=O	0.2	1	-1	-1	12	1	-1	-1	-2	-3
COc1ccc(-c2csc(NC(=O)Cc3ccccc3F)n2)cc1OC	-0.2	1	-1	-7	-13	-5	-7	-1	6	1
COc1ccc(C(C)=O)cc1CSC(=S)N1CCSCC1	-0.6	-2	3	-4	-13	-4	11	0	-4	1
COCC(C)n1c(SCC(=O)Nc2sccc2C(N)=O)nc2ccccc2c1=O (centres undefined)	-0.5	-1	7	-8	4	0	9	4	1	-2
CN1CCN(c2ccc(NC(=O)c3ccc(-c4ccc(Br)cc4)o3)cc2)CC1	-0.1	-3	3	12	11	0	-5	5	0	-2
COc1ccc(-n2c(C)c(C)c3c(N)ncnc32)cc1	0.2	-1	6	1	-5	-3	2	8	-1	0
O=C(O)CCc1ccc(-c2cccs2)n1CC(=O)Nc1ccccc1C(F)(F)F	0.0	1	3	-11	-26	1	2	2	28*	11
O=C(O)c1ccc(N=Cc2c(O)ccc3oc4c(c23)CCCC4)cc1	-3.1	-2	-6	1	-9	3	1	15	-1	1
CN1CCN(NC(=S)Nc2ccc(OC(F)F)cc2)CC1	-0.2	-3	-1	-2	16	0	1	-3	1	-1
CSc1ncnc2c1ncn2CCCNCCCN1CCCC1=O	-0.2	1	-2	5	-6	2	-9	-11	-2	-6
Cc1c(NC(=O)CSc2nccn2C)c(=O)n(-c2ccccc2)n1C	-0.1	2	0	6	2	0	0	-4	0	-4
CCCC(=O)Nc1c2c(nn1-c1cccc(Cl)c1)CS(=O)(=O)C2	0.0	-2	0	-7	-3	2	4	-3	-2	5
O=C(NCC[C@@H]1CC[C@@H](NC(=O)c2cnccn2)[C@@H](CO)O1)c1ccc2c(c1)OCO2	-0.3	-1	-4	1	3	1	-1	3	-6	3
CCOC(=O)C1CCN(C(=O)c2[nH]c(C(F)(F)F)nc2-c2ccccc2)CC1	0.9	15	-2	10	-1	-6	1	-6	5	4
Cc1ccsc1/C=N/n1c(-c2cccnc2)n[nH]c1=S	0.0	1	0	12	-10	3	-4	1	2	16
CCCCNc1nc2ccccc2n1CC(=O)Nc1ccc2c(c1)OCCO2	-0.2	0	3	6	-2	-5	1	11	1	-3
CCOC(=O)C1CCN(C(=O)C(C)(C)NC(=O)Nc2ccc(C(F)(F)F)cc2Cl)CC1	x	1	-3	-8	-3	5	-6	x	2	-1
N#C/C(=C\c1ccc(N2CCCCC2)o1)C(=O)Nc1cccc(Br)c1	-0.3	-2	-8	-4	7	-3	0	-7	1	-31
CCCCN1C(=O)CC(SC2CC(=O)N(CCCC)C2=O)C1=O (centres undefined)	0.3	7	1	1	-17	1	-3	-4	2	57*
COc1ccc(CC(NC(C)=O)C(=O)N2CCN(C(=O)N(C(C)C)C(C)C)CC2)cc1 (centres undefined)	0.7	1	0	-9	12	0	-2	2	-1	-2
Cn1c(=O)n(C)c2cc(/C=N/NC(=O)c3ccc(Cl)cc3)ccc21	-1.6	-4	-2	1	-1	-2	-4	7	-5	-2
Cc1ccc(CSc2nnc(-c3n[nH]c4c3CCC4)n2N)cc1	-0.5	1	-6	4	14	-3	-2	x	4	2
CC(=O)Nc1ccc(S(=O)(=O)Nc2nnc(CC(C)(C)C)s2)cc1	0.1	-3	-5	8	11	0	-5	0	-3	-3
COc1ccc(C(C)(NC(C)=O)c2nc(-c3cccc(C#N)c3)cs2)cc1 (centres undefined)	0.6	-1	2	-2	-2	1	7	-2	0	-3
Nc1ccc2ccccc2c1C(=O)c1ccccc1	-0.2	-1	1	2	-4	-3	0	-1	4	4
CN(C)NC(=O)c1csnc1-c1c(Cl)cccc1Cl	0.3	-1	1	6	5	-4	3	-3	-9	-3
COc1ccc(-c2nnc(NC(=O)c3ccc(F)cc3)o2)cc1	0.5	1	-4	-2	2	3	-2	-8	3	-3
CC1CCCC/C1=N\NC(=S)Nc1cccnc1 (centres undefined)	-1.3	-2	1	1	4	-3	6	-2	-1	1

Random excerpt: 2 records from the list.
SMILES	KLK7 zymogen act	UHRF1 MBD2 ctr	DDE Tn7 FP inh	SIAE primary	TDP2 absorb	LEDGF integ inh	DDE Tn6 FP inh	TCR-CD3 inh	MBD2 inh	PRMT1 FP inh
Nc1ccc2ccccc2c1C(=O)c1ccccc1	-0.2	-1	1	2	-4	-3	0	-1	4	4
CC1CCCC/C1=N\NC(=S)Nc1cccnc1 (centres undefined)	-1.3	-2	1	1	4	-3	6	-2	-1	1

(next part)
SMILES	KLK7 zymogen act	UHRF1 MBD2 ctr	DDE Tn7 FP inh	SIAE primary	TDP2 absorb	LEDGF integ inh	DDE Tn6 FP inh	TCR-CD3 inh	MBD2 inh	PRMT1 FP inh
C/C(=N\NC(=O)c1cc(C)[nH]n1)C(C)(C)C	0.6	0	2	6	8	-4	-1	-1	9	4
CCOC(=O)C(Cc1ccccc1)NC(=O)CCC(=O)c1ccc(OC)cc1 (centres undefined)	-0.5	-1	-4	-8	-12	6	-2	1	-8	-2
COc1ccc(Cc2c(-c3ccc(F)cc3)nc3ccc(Cl)cn23)c(C)c1	-0.5	17	1	1	-8	4	-3	0	0	4
CCCOC(=O)C1C2C=CC(C3CC23)C1C(=O)OCC(=O)c1ccccc1 (centres undefined)	0.0	8	6	-2	5	-3	-3	2	0	-3
O=C(NN1C(=O)c2ccccc2C1=O)c1ccc2c(c1)C(=O)N(CC1CCCO1)C2=O (centres undefined)	-0.3	-1	3	3	4	1	1	17	-4	2
Cn1nnnc1SCCNCc1ccccc1OCc1ccc(F)cc1	0.0	-1	1	-7	5	0	7	2	1	-4
CS(=O)(=O)c1ccc(Nc2nc(C(N)COCc3ccccc3)cs2)cc1 (centres undefined)	-0.9	4	-2	1	-16	-2	-8	-3	0	8
O=C(NCc1ccccc1)c1cccc(S(=O)(=O)N2CCCCC2)c1	-0.6	5	7	4	-2	-2	6	-8	0	3
O=C(O)C(C(O)c1ccccc1)[n+]1ccccc1 (centres undefined)	0.2	0	-2	4	-4	-1	-1	0	6	0
COC(=O)C[C@@H]1CC[C@H](NS(=O)(=O)c2ccccc2F)[C@@H](CO)O1	-0.2	0	3	5	5	0	1	0	-3	-4
CC(C)Oc1ccc(OCCNC2CCCC2)cc1	-0.6	2	-4	2	5	-4	-5	0	0	1
CCC(=O)N1CCc2cc(S(=O)(=O)CCC(=O)N(C)c3ccc(OC)cc3OC)ccc21	0.2	-2	3	1	4	-1	-5	4	-5	-1
CSCCC(C(=O)Nc1c(C)cccc1C)N1CCC(Cc2ccccc2)CC1 (centres undefined)	-0.5	-2	1	-3	-6	1	7	5	-3	0
O=C(CNC(=O)c1ccco1)OCC(=O)c1ccccc1	0.2	0	-3	1	-8	10	-10	-3	-5	-1
COc1ccc(S(=O)(=O)NNC(=O)c2ccccc2-n2cccc2)cc1	0.5	9	-1	-7	-6	3	-3	-4	9	9
CN(c1ccc(Cl)cc1)c1cc2c(c3c1ccn3C)C1CCC2O1 (centres undefined)	-0.9	-5	1	4	2	0	11	-1	-4	-1
C=CCn1c(SCC(=O)c2ccc(O)c(O)c2)nnc1-c1cccc(OC)c1	0.1	-1	3	1	3	-1	1	20*	-3	3
